Screening data (PubChem)
DAGLB inh = diacylglycerol lipase beta (human) inhibition; HEK293T DAGLB membrane lysate, EnzChek fluorogenic substrate; hit rate 0.059% among 340,000; AID 504411; inhibition, % at 5.17 µM; in the data active = inhibition above about 34%;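 note: 0% = enzyme with vehicle and 100% = wells lacking enzyme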
HTR5A ag = activates human HTR5A in OPRM1-OPRD1 agonist counter-screen; P47898; HTR5A agonist assay, luminescence, cell-based; activation, % at 9.3 µM; hit rate 0.61% among 340,000; AID 504692; in the data active = activation mostly above about 9.5%, no sharp cut-off; inactive = mostly below about 7.6%;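 note: 0% = cells with vehicle only and 100% = reference agonist; strong numbers were not always called active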
PKA-R2B activ = PKA-R2B complex activation; hit rate 0.079% among 340,000; P22694+P31323; AID 504700; activation, % at 11.4 µM; PKA-R2B holoenzyme dissociation, Cy5-IP20 fluorescence polarization; R2B truncated from residue 108, S112A mutant; 0% DMSO only, 100% 113 µM cGMP;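 active = activation above a cutoff set at the mean over all compounds plus 3 SD, cut at about 18% in these data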;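 note: higher means more holoenzyme dissociation and a rise in polarization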
HTR5A inv ag = inverse agonist of human HTR5A in OPRM1-OPRD1 counter-screen. HTR5A cell line, luminescence, inverse agonism. inhibition, % at 9.3 µM. hit rate 0.083% among 340,000. AID 504634; in the data active = inhibition mostly above about 23%, no sharp cut-off; inactive = mostly below about 18%;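 note: 0% = cells with DMSO and 100% = no-cell wells with DMSO; some compounds called inactive have numbers as strong as hits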
PKA-R1A activ = activators of PKA-R1A complex; hit rate 0.083% among 340,000; activation, % at 11.4 µM; PKA-R1A dissociation, Cy5-IP20 fluorescence polarization; scaled: DMSO 0%, 113 µM cGMP 100%;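 active = percent activation above the mean of all tested compounds plus 3 SD, cut at about 19% in these data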;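 note: higher means more PKAc released from R1A so a rise in polarization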
MOR-DOR inv ag = inverse agonists of human mu-delta opioid receptor heterodimerization. P35372+P41143. cell-based MOR-DOR heterodimer luminescence, inverse agonism. inhibition, % at 9.3 µM. hit rate 0.21% among 340,000; in the data active = inhibition above about 22%, passing the limit was not always enough;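 note: 0% = cells with DMSO and 100% = wells without cells with DMSO; values of inactives mirror those of a sister screen read the other way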
Target sequence (P35372 whole entry, looked up): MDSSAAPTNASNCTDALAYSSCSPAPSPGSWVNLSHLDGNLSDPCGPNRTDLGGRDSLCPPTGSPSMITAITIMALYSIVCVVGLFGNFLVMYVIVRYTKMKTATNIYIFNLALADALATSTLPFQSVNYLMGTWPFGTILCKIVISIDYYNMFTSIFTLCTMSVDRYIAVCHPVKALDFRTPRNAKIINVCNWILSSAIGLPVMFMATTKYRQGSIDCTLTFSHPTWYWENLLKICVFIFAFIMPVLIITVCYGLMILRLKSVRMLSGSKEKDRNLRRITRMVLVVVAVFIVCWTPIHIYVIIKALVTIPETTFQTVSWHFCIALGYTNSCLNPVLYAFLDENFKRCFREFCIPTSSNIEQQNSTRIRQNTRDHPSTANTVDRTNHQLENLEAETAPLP
Target sequence (P41143 whole entry, looked up): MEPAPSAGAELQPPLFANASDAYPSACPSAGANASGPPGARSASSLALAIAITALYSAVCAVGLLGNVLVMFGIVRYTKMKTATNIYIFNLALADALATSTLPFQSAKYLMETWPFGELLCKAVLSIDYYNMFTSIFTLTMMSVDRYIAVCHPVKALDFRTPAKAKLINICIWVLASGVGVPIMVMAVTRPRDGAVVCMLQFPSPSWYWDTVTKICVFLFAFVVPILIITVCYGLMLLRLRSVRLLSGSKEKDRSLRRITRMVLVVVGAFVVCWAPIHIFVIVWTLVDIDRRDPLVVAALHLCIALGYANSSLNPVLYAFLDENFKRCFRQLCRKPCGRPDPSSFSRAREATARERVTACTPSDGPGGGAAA
Pemphigus Ab inh = human desmoglein-3 autoantibody binding inhibition; hit rate 0.48% among 310,000; DSG3-coupled beads, scFv-anti-DSG3-GFP binding, flow cytometry; active compounds read low; binding (percent of control), % at 10 µM;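 active = binding more than 3 SD below its plate's average and above zero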;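 note: hits lower antibody fragment binding to DSG3; some compounds called inactive have numbers as strong as hits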
V-ATPase pH = regulators of yeast V-ATPase proton transport | S. cerevisiae, pHLuorin cytosolic pH fluorescence | response, % at 10 µM | hit rate 0.37% among 350,000 | AID 504577; in the data active = response mostly above about 7.3%, no sharp cut-off; inactive = mostly below about 5.4%; note: actives read high; inactives centre near 0; some compounds called inactive have numbers as strong as hits; reference of the scale not given here
MOR-DOR ag = agonists of human mu-delta opioid receptor heterodimerization. cells, OPRM1-OPRD1 heterodimerization, luminescence. activation, % at 9.3 µM. hit rate 0.3% among 340,000; in the data active = activation above about 18%;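 note: 0% = vehicle-treated cells and 100% = reference agonist; values of inactives mirror those of a sister screen read the other way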
Arr AP2 block = blocks beta-arrestin peptide binding to AP2 adaptin. FITC-arrestin peptide / GST-AP2 beads, flow cytometry; AP2 beta2 appendage carries R879A mutation. hit rate 0.31% among 340,000. inhibition, % at 10 µM;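 active = inhibition above a set limit, near 3 SD of compounds lacking own fluorescence, cut at about 54% in these data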;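 note: plate controls were DMSO wells for no effect and 5 µM unlabelled arrestin peptide for full effect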
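Material – AP2 appendage R879A on GSH beads · Buffer or medium – PBS with 0.05% Tween 20 and 0.1% BSA · Probe or stimulus – fluorescein-tagged arrestin peptide at 50 nM final · Incubation – compound with beads 12 min RT, then probe 1 h RT · Detection – high-throughput flow cytometry of beads, ex 488, em 535 nm · Evaluation – percent response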
* marks the source's active call; other numbers are inactive results; . = not tested or not shown. Rows were taken by chance. Share with any hit: about 2.4%.

SMILES,DAGLB inh,HTR5A ag,PKA-R2B activ,HTR5A inv ag,PKA-R1A activ,MOR-DOR inv ag,Pemphigus Ab inh,V-ATPase pH,MOR-DOR ag,Arr AP2 block
COc1ccccc1CNC(=O)CN1C(=O)NC2(CCCC2)C1=O,-3,-3,4,2,-3,12,111,4,-3.2,-9
CC1CCN(c2cc(N)c(Cl)cc2[N+](=O)[O-])CC1,4,-3,-12,22,-2,-13,94,1,2.3,-6
O=C(O)CN1C(=O)C2C3CC(C2C1=O)C1C(c2ccc(Cl)cc2)c2sc(=O)[nH]c2SC31 (configuration not stated),1,2,4,-5,-3,0,88,2,0.0,0
COC(=O)[C@@H]1C[C@@]2(Br)c3ccccc3N(S(=O)(=O)c3ccccc3)[C@H]2N1C(=O)OC,2,2,9,4,-11,12,99,0,-2.5,-11
O=C(c1cc2sccc2n1Cc1ccc(F)cc1)N1CCCc2ccccc21,-11,1,-1,19,-10,-33,109,0,6.5,-7
Cc1ccc(N2C(=O)c3ccccc3NC2c2ccccc2O)cc1 (configuration not stated),0,8,5,-32,-1,1,89,-2,-0.2,11
Cc1ccc(NC(=O)CN(C)C(=O)COC(=O)c2ccc(Cl)cc2O)cc1,-3,1,-5,-3,-8,-11,96,0,2.6,5
COc1ccc(/C=C2\Sc3ccc(C(=O)N4CCOCC4)cc3N(C)C2=O)cc1,-1,2,0,7,-2,20,102,-1,-3.9,-9
CCOC(=O)Cc1csc(NC(=O)COc2ccc3c(c2)CCC3)n1,-2,-2,8,7,-9,12,95,2,-2.2,-2
CN(C)CCCN1C(=O)c2cccc3cccc(c23)C1=O,2,0,5,0,-5,9,92,-1,-1.9,-16
N#CC(C#N)=c1ccc2c(c1)NC1(CCCCC1)N=2,23,1,-12,-8,1,8,96,6,-1.7,-1
COc1ccc(NC(=O)/C(C#N)=C\c2ccc(-c3cc(C(=O)O)ccc3C)o2)cc1,7,2,-5,-8,-5,5,103,1,-1.1,-3
OCc1c[nH]c2ccccc12,0,0,3,1,-4,-7,95,-2,1.3,-9
CSc1ccccc1C(=O)Nc1cccc(C(C)O)c1 (configuration not stated),0,-3,-5,-9,-12,9,119,-2,-1.6,23
Cc1nn(-c2ccc(Cl)cn2)c2c1C(=O)CC(C)(C)C2Br (configuration not stated),-8,2,5,-7,3,-62,106,-3,13,12
COc1ccc(S(=O)(=O)N2CCN(C(=O)CCC3CCCC3)CC2)cc1,-5,0,-7,-4,-4,6,101,-1,-1.0,2
CCOC(=O)c1c(C)sc2c1N(C(=O)CN(CC)CC)c1cc(Cl)ccc1S2,-7,3,-13,1,6,-20,97,1,4.2,-4
CCCC(NC(=O)c1ccccc1)c1nc2ccccc2n1Cc1ccc(C(=O)OC)o1 (configuration not stated),0,3,6,-7,4,14,104,1,-2.5,-3
CS(=O)(=O)c1ccc(NC(=O)c2cccc(-n3cnnn3)c2)cc1,-1,5,-17,14,-2,6,.,-1,-1.5,-14
CC1(C)CC(Cc2ccc(Cl)nc2)N(C(=O)OC(C)(C)C)C1 (configuration not stated),-6,.,6,.,-7,.,.,0,.,.
COc1ccc(C(=O)Nc2ccc(S(=O)(=O)N(C)c3ccccc3)cc2)cc1,-1,4,-6,-12,-5,-10,111,5,1.8,-6
O=C(COC(=O)CCc1c[nH]c2ccccc12)NCCc1ccccc1,-4,4,7,-11,-1,2,115,8,-0.3,-18
O=C(c1cccs1)N1CCN(c2nnc(-c3ccccc3)c3ccccc23)CC1,0,0,-12,-1,-1,8,112,2,-1.8,8
CN(C)S(=O)(=O)c1ccc(Cl)c(C(=O)NNC(=O)Cc2nc3ccccc3n2C)c1,0,4,-3,-11,2,11,.,-1,-2.7,-5
Cc1cc(N2CC(C(=O)NCc3cccnc3)CC2=O)ccc1C(C)C (configuration not stated),5,3,-12,-14,-4,9,104,2,-1.7,4
COc1ccc(C(=O)N/C(=C\c2cccc3ccccc23)C(=O)N2CCN(C)CC2)cc1,0,5,-8,-13,-11,13,.,0,-3.2,-6
CCN(CC)S(=O)(=O)c1cccc(NC(=O)C(=O)c2c(-c3ccccc3)cc3ccccn23)c1,2,-2,-10,29,2,-6,96,0,1.2,2
Cc1nc2ccccc2n1CC(=O)NCc1ccccc1,0,.,0,.,-4,.,104,0,.,-9
O=C(CCNC(=O)c1ccco1)NCc1ccc(C(=O)O)cc1,0,1,-1,-2,-1,3,119,0,-0.6,1
O=C(Cc1csc(-c2ccccc2)n1)NCC(=O)Nc1ccc(F)c(F)c1F,-4,4,5,-16,-7,16,.,-3,-3.3,-2
CCOc1cccc(N(C(=O)CNC(=O)c2ccco2)C(C(=O)NCC2CCCO2)c2ccccc2)c1 (configuration not stated),-1,2,8,-5,8,16,.,-1,-3.0,23
Cc1ccc2c(c1)N(CC(=O)NCCCN1C(C)CCCC1C)C(=O)c1cccnc1O2 (configuration not stated),-2,-6,7,16,0,7,117,-1,-1.3,10
COC(=O)/C(=C/c1cccnc1)NC(=O)c1ccccc1,-2,1,-9,-3,2,11,96,2,-1.8,33
Oc1ccc(/C=N/N(Cc2ccccc2)c2ccccc2)c(O)c1O,12,-2,-14,-14,-25,-49,81,3,10,0
COC(=O)c1ccc(Cn2cc(C(F)(F)F)cc([N+](=O)[O-])c2=O)cc1,0,1,-5,-17,-5,-3,109,3,0.7,6
O=C(Nc1ccccc1OC(F)F)c1cc2c(s1)CCC2,-6,3,-2,-8,3,-1,91,-4,0.2,-9
C/C(=N\O)C1(C)N(O)C(C)(C)C(c2ccc(Br)cc2)=[N+]1[O-] (configuration not stated),4,1,1,15,-6,2,94,-2,-0.5,7
CCCCCCn1c(O)c(/C=C2\C=NN=C2c2ccccc2)sc1=S,-11,-3,-4,8,-4,14,99,-3,-2.4,-2
O=C(N1CCCCCC1)N1CCN(S(=O)(=O)c2cccc([N+](=O)[O-])c2)CC1,-3,0,7,-7,3,-33,105,0,6.1,-11
CCOC(=O)C1CCN(CC(=O)c2c(C)[nH]c3ccccc23)CC1,-1,0,7,0,-1,-5,102,5,0.9,0
COC(=O)C1C(=O)C(C(=O)c2ccc([N+](=O)[O-])cc2)C(=O)CC1(C)C (configuration not stated),0,5,5,-15,-1,6,114,-2,-1.2,3
O=C(/C=N\O)NCCCNCc1ccccc1,3,7,-2,1,-3,5,100,1,-0.9,4
CC(C)N(C(=O)CO/N=C/c1cccc([N+](=O)[O-])c1)C(C)C,-3,4,8,-11,6,11,103,4,-2.3,23
COc1ccc(C)cc1Nc1n[n+](-c2ccccc2)c(-c2ccc(OC)c(OC)c2OC)s1,5,3,-4,-8,-10,21,111,1,-3.9,-1
CC(C)(C)OC(=O)N1CCC(Cc2cc(-c3ccccc3)no2)(C(=O)O)CC1,0,3,-15,-1,-2,14,104,-1,-2.4,-4
O=C(CN1C(=O)c2ccccc2S1(=O)=O)N1CCc2ccccc21,0,1,4,-2,7,7,104,0,-1.3,-4
Cc1ccc(C(=O)NCC(=O)OCCCn2c(=O)[nH]c3ccccc32)cc1C,2,.,1,.,1,.,104,2,.,.
Cc1cc(C)c(NC(=O)C2CCCN2CCO)c(C)c1 (configuration not stated),3,5,-5,-5,-6,-3,111,-1,0.5,1
Cc1cccc(/C=N/NC(=O)NC2CCCCC2)c1,-3,9,3,-9,-8,-24,89,3,3.8,-6
CCOc1ccc(NC(=O)N[C@@H](CCSC)C(=O)OC)cc1,-2,-1,1,-34,2,-30,103,-10,5.6,5
CCCOC(=O)Nc1cc(OC)c(Cl)cc1OC,-7,1,-8,-25,0,15,78,0,-2.6,2
CCC(C)NCC(=O)Nc1cc(S(=O)(=O)N(CC)c2ccccc2)ccc1Cl (configuration not stated),-10,4,-10,-6,-6,-44,123,-2,8.6,3
CCOC(=O)C1=C(C)NC(C)=C(C(=O)OCC)C1c1cccc(C)n1,-2,6,-9,-28,-2,14,.,-1,-2.8,-19
COC(=O)c1ccc(-n2c(C)cc(C(=O)CCl)c2C)cc1,-1,6,-2,4,5,-2,100,-1,0.5,22
CC(C)CCN(C(=O)C1=COCCO1)c1c(N)n(Cc2ccccc2)c(=O)[nH]c1=O,-2,-1,-4,3,-10,-3,104,1,0.5,-2
O=C(Nc1ccc(Cl)cc1)N1CCCN(Cc2ccc(F)cc2)C1,1,2,-9,-14,-8,3,98,0,-0.6,-1
Cn1cccc1/C=N/NC(N)=S,1,-3,7,-19,-1,7,102,0,-1.4,-2

Entries listed so far that have four or more nitrogen atoms (8):
SMILES,DAGLB inh,HTR5A ag,PKA-R2B activ,HTR5A inv ag,PKA-R1A activ,MOR-DOR inv ag,Pemphigus Ab inh,V-ATPase pH,MOR-DOR ag,Arr AP2 block
N#CC(C#N)=c1ccc2c(c1)NC1(CCCCC1)N=2,23,1,-12,-8,1,8,96,6,-1.7,-1
CS(=O)(=O)c1ccc(NC(=O)c2cccc(-n3cnnn3)c2)cc1,-1,5,-17,14,-2,6,.,-1,-1.5,-14
O=C(c1cccs1)N1CCN(c2nnc(-c3ccccc3)c3ccccc23)CC1,0,0,-12,-1,-1,8,112,2,-1.8,8
CN(C)S(=O)(=O)c1ccc(Cl)c(C(=O)NNC(=O)Cc2nc3ccccc3n2C)c1,0,4,-3,-11,2,11,.,-1,-2.7,-5
Cc1ccc2c(c1)N(CC(=O)NCCCN1C(C)CCCC1C)C(=O)c1cccnc1O2 (configuration not stated),-2,-6,7,16,0,7,117,-1,-1.3,10
O=C(N1CCCCCC1)N1CCN(S(=O)(=O)c2cccc([N+](=O)[O-])c2)CC1,-3,0,7,-7,3,-33,105,0,6.1,-11
CC(C)CCN(C(=O)C1=COCCO1)c1c(N)n(Cc2ccccc2)c(=O)[nH]c1=O,-2,-1,-4,3,-10,-3,104,1,0.5,-2
Cn1cccc1/C=N/NC(N)=S,1,-3,7,-19,-1,7,102,0,-1.4,-2
